Source: PubChem (several laboratories)
RTF Ca sens inh: cardiac RTF calcium desensitization; actives 0.12% (n = 340,000); AID 493244; inhibition, % at 7.15 µM; IANBD-labeled cardiac RTF, Ca2+ fluorescence;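 active = inhibition above the mean inhibition of all tested compounds plus 3 SD, cut at about 17% in these data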;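 also: assay run at fixed EC70 calcium of 1.6 mM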
Keap1 Nrf2 FP: disrupts human Keap1 binding to Nrf2 peptide; AID 504523; inhibition, % at 9.4 µM; Keap1 Kelch-Nrf2 peptide fluorescence polarization, 1536-well; actives 0.15% (n = 340,000); Q14145; in the data active = inhibition above about 12%;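 also: human Keap1 Kelch domain with fluorescein labeled Nrf2 9mer peptide probe; 0% = neutral control wells and 100% = peptide positive control; higher means more block of Keap1 binding to Nrf2 peptide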
CAL PDZ FP-1: blocks peptide binding to the human CAL PDZ domain | AID 602252 | purified CAL PDZ, TMR-peptide fluorescence polarization, 1 h | inhibition, % at 24.9 µM | actives 0.92% (n = 300,000) | Q9HD26;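 active = mean inhibition of at least 30% with at least half of replicates also reaching 30%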;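 also: 0% = DMSO neutral control and 100% = excess unlabeled competitor peptide PRC23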
CAL PDZ FP-2: human CAL PDZ-peptide interaction inhibition; purified CAL PDZ, TMR-peptide fluorescence polarization, 1 h; inhibition, % at 20 µM; actives 0.02% (n = 330,000); AID 504414;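 active = highest replicate inhibition of at least 40%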;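 also: plate controls were DMSO neutral control wells for no effect and unlabeled competitor peptide control wells for full effect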
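Assay system – tagged CAL PDZ protein CerCALP, purified · Timing – 1 h at RT · Compound – single point, 20 µM · Measured by – fluorescence polarization from S- and P-plane intensities, G-factor corrected · Evaluation – inhibition from polarization loss · Probe or stimulus – TMR reporter peptide T*-PRC34 · Buffer or medium – pH 7.4 phosphate-saline buffer, reducing agent, detergent, IgG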
DAGLB inhibitor: blocks human DAGLB lipase activity; Q8NCG7; inhibition, % at 5.17 µM; HEK293T DAGLB membrane lysate, EnzChek fluorogenic substrate; actives 0.059% (n = 340,000); in the data active = inhibition above about 34%;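 also: 0% = enzyme with vehicle and 100% = wells lacking enzyme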
Target sequence (Q8NCG7 whole entry, looked up): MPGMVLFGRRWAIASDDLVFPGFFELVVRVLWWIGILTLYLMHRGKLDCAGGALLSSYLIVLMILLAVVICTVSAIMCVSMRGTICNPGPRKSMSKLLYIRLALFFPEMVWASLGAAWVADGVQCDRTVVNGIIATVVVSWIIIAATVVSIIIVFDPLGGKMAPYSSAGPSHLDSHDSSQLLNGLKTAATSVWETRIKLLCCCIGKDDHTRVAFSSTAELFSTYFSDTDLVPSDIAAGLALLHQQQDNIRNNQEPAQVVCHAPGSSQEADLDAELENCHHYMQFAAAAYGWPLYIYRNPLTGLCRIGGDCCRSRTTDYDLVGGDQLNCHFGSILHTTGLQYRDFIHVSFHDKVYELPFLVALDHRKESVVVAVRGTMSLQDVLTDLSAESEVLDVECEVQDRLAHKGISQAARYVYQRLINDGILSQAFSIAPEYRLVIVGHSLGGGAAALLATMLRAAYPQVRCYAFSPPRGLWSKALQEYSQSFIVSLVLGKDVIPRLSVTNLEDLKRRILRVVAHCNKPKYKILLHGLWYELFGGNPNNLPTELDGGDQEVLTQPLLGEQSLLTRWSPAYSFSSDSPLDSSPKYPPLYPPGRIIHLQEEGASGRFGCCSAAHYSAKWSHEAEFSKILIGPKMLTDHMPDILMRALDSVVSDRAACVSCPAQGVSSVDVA
SR-BI DiI-HDL act: activators of SR-BI mediated HDL lipid uptake | CHO ldlA[mSR-BI] cells, DiI-HDL uptake fluorescence, 3 h; 100 = double the neutral-control signal | activation, % at 12.5 µM | AID 504775 | actives 0.096% (n = 320,000);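 active = mean replicate activation of at least 60% and every replicate at or above 60%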;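 also: 0% = median plate neutral-control signal and 100% = twice that signal; values of inactives mirror those of a sister screen read the other way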
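material = CHO ldlA[mSR-BI] cells | medium = Ham's F12 with 0.5% BSA, HEPES 25 mM, pH 7.4 | reagent = fluorescent DiI-HDL, 10 µg/mL final | compound dosing = single-point compound dose | incubation = 3 h, 37 °C | measured by = bottom-read fluorescence, 550/595 nm | measure = HDL uptake via cellular fluorescence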
PKA-R2B act: activates the human PKA-R2B holoenzyme complex. PKA-R2B holoenzyme dissociation, Cy5-IP20 fluorescence polarization; R2B truncated from residue 108, S112A mutant; 0% DMSO only, 100% 113 µM cGMP. actives 0.079% (n = 340,000). activation, % at 11.4 µM. AID 504700;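 active = activation above a cutoff set at the mean over all compounds plus 3 SD, cut at about 18% in these data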;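 also: higher means more holoenzyme dissociation and a rise in polarization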
Rtt109 HAT inh: blocks Candida albicans Rtt109/Vps75 acetyltransferase activity; Q5AAJ8; purified Rtt109/Vps75, ThioGlo CoA-SH fluorescence, 4 h; inhibition, % at 34.9 µM; actives 0.16% (n = 330,000); AID 540336;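 active = inhibition of at least 50% in every replicate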
Target sequence (Q5AAJ8 whole entry, looked up): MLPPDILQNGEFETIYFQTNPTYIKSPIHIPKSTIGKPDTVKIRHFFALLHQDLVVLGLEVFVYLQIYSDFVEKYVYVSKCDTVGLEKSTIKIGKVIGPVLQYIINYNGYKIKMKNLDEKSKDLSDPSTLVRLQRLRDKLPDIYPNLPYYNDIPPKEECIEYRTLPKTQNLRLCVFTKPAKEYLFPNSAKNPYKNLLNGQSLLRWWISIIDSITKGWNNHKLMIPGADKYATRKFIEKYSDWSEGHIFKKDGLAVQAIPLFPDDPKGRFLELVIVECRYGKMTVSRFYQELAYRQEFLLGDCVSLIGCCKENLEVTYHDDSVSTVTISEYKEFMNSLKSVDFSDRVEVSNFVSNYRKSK
cardiac RTF act: increases calcium sensitivity of human cardiac regulated thin filaments; activation, % at 7.2 µM; P19429+P45379; actives 0.24% (n = 340,000); AID 493008; IANBD-labeled TnC RTF fluorescence at EC20 calcium; 0% EC20 calcium, 100% full calcium;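 active = activation above the mean over all tested compounds plus 3 SD, cut at about 30% in these data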;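 also: rise in fluorescence read as greater calcium sensitivity of cardiac thin filaments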
LANA DNA inh: blocks KSHV LANA C-terminal domain binding to DNA | MBP-C-LANA/FAM-LBS DNA binding, fluorescence polarization | actives 0.078% (n = 340,000) | AID 504423 | inhibition, % at 9 µM;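 active = highest replicate inhibition at or above 60% at 9 µM, even if other replicates fall short; inactive = all replicates below 60% inhibition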;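 also: 0% = neutral control wells and 100% = 4 µM acridine orange control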
The depositor's hits bear a star; nt = not tested or not shown.

SMILES	RTF Ca sens inh	Keap1 Nrf2 FP	CAL PDZ FP-1	CAL PDZ FP-2	DAGLB inhibitor	SR-BI DiI-HDL act	PKA-R2B act	Rtt109 HAT inh	cardiac RTF act	LANA DNA inh
CCCCN(C(=O)c1ccco1)c1c(N)n(CCC)c(=O)[nH]c1=O	-8.1	-1.3	-2.2	-0.8	-3.1	8.1	-13.3	8.1	-5.6	-2.3
Cc1ccc(S(=O)(=O)Cc2ccc(C(=O)NCc3cccs3)o2)cc1	-5.0	0.7	-2.5	-2.4	-1.5	14.6	5.4	-3.1	-1.5	-0.6
COc1cccc(C(=O)NCCOc2cc(C)cc(C)c2)c1	-4.4	-5.0	38.4*	-2.2	-2.9	-10.6	-5.6	-1.5	4.0	0.4
COc1ccc(NS(=O)(=O)c2cccc(C(=O)NCC(c3ccco3)N3CCCCC3)c2)cc1 (centres undefined)	-3.7	6.0	-0.8	-1.3	1.6	15.6	9.7	26.4	-3.0	-0.5
COCc1c(C(=O)Nc2ccc(C)c(S(=O)(=O)N3CCOCC3)c2)oc2ccccc12	-5.4	0.4	-3.6	-1.4	-3.0	-29.6	-2.3	1.7	4.5	5.2
COc1ccc(N2CCN(C3CCCN(C(=O)CSC)C3)CC2)cc1 (centres undefined)	2.4	0.3	nt	-1.3	-1.8	-10.1	2.8	-1.4	-2.5	0.7
CCc1nnc2sc(-c3ccc(NC(=O)c4ccc5c(c4)OCCO5)cc3)nn12	-26.7	-0.4	-0.5	nt	-0.4	-35.7	-1.5	2.1	-3.9	0.8
CCOc1cc(C(=O)Nc2cc3c(cc2N2CCOCC2)n(C)c(=O)n3C)cc(OCC)c1OCC	-3.6	3.6	nt	0.2	-0.6	-29.6	-0.8	-6.2	-4.7	-2.1
COc1ccc2c(c1)CCCC2NS(=O)(=O)OCC(Cl)(Cl)Cl (centres undefined)	-12.6	-6.7	-1.8	-2.1	0.5	-33.7	-5.3	0.4	1.5	1.0
O=C(Cc1ccccc1)NCc1n[nH]c(=S)n1-c1ccc(Br)cc1	2.8	-3.8	-3.1	1.4	-0.9	10.9	-17.2	-5.8	4.7	-0.1
OCC[C@@H]1C[C@H](O)[C@@H](O)[C@@]2(OCCCc3ccccc32)O1	-8.7	-0.1	-1.2	0.8	1.3	11.5	8.2	0.4	-3.1	-1.8
CCOc1ccc([C@@H]2CC=C(C(=O)O)CN2S(=O)(=O)c2ccc(C)cc2)cc1	-4.1	-1.8	6.0	0.1	2.5	-2.3	-15.9	-15.3	-3.5	1.3
COc1ccc(-c2csc(CCn3nc(C)cc3C)n2)cc1	-3.4	-0.9	24.3	0.2	-3.4	-20.4	2.0	0.8	0.2	-0.7
CCN(CC)S(=O)(=O)c1cccc(C(=O)N/N=C/c2c(C)nn(-c3ccccc3)c2Cl)c1	-0.9	0.4	-0.3	-0.3	-2.0	-72.7	5.8	5.8	-0.8	1.9
COc1cc(NC(=O)c2cccs2)c(OC)cc1NC(=O)Cc1ccccc1	-38.9	-6.5	-1.2	-2.8	0.8	nt	-13.8	4.3	-7.8	1.3
CN(C)CCCNc1ncnc2c1cnn2Cc1ccccc1Cl	-1.6	0.8	-2.8	-0.6	-1.9	0.1	-8.7	-6.9	-3.3	-0.5
CC1=CC(C)(C)[N+](C)(C)c2ccc(C)cc21	-3.7	0.2	-2.3	-0.1	-1.3	12.0	2.4	5.1	-3.3	-1.6
Cc1ccc(NC(=O)c2sc3ncnc(N4CCN(c5ccccn5)CC4)c3c2C)c(C)c1	6.9	-0.2	0.5	-4.0	-3.4	-36.7	3.3	6.3	-5.2	-0.6
C=CCNC(=O)CC(=O)N/N=C/c1cccs1	4.0	-2.7	4.1	-0.5	0.8	10.7	0.3	-3.4	4.5	-0.7
CCCCn1c(N)c(N(CCC(C)C)C(=O)CC2CCCC2)c(=O)[nH]c1=O	-3.5	-1.3	5.4	-2.9	-3.2	3.6	-1.6	-2.4	-3.4	-0.8
CN1C(=O)CC(c2ccccc2)CC1=O	9.7	-1.3	-5.3	-0.4	0.8	11.1	3.0	-2.4	1.4	1.2
COC(=O)CC1C(=O)NCCN1C(=S)Nc1cccc(C(F)(F)F)c1 (centres undefined)	3.4	1.4	nt	-0.2	1.8	20.1	-0.7	-8.8	0.5	1.2
CC1CN(C2CCN(C(=O)COc3ccccc3)CC2)CC(C)O1 (centres undefined)	-22.0	-3.3	-1.5	-0.5	-1.6	nt	-7.4	-4.0	-3.0	0.8
O=C1Nc2ccc3c(c2C1=Cc1cc2c(cc1Br)OCO2)OCO3	5.5	0.0	5.7	0.6	1.6	8.6	-8.7	4.4	-2.2	-0.6
CCOc1ncc(S(=O)(=O)N2CCN(CC)CC2)cc1C(=O)O	-2.9	-0.3	0.4	0.2	1.0	-8.6	6.5	1.7	-5.0	-0.5

A few values from the entries so far:
Cc1ccc(NC(=O)c2sc3ncnc(N4CCN(c5ccccn5)CC4)c3c2C)c(C)c1 in CAL PDZ FP-1 reads 0.5
CCCCN(C(=O)c1ccco1)c1c(N)n(CCC)c(=O)[nH]c1=O in CAL PDZ FP-2 reads -0.8
COc1cc(NC(=O)c2cccs2)c(OC)cc1NC(=O)Cc1ccccc1 in CAL PDZ FP-2 reads -2.8

Remaining list, next part:
SMILES	RTF Ca sens inh	Keap1 Nrf2 FP	CAL PDZ FP-1	CAL PDZ FP-2	DAGLB inhibitor	SR-BI DiI-HDL act	PKA-R2B act	Rtt109 HAT inh	cardiac RTF act	LANA DNA inh
O=C(/C=C/c1ccco1)NC1=NCCS1	-4.1	-2.3	8.2	0.3	-0.1	11.2	7.8	7.5	1.5	-4.8
Cc1noc2ncnc(N3CCCC3)c12	-9.5	0.1	nt	-0.6	-1.6	-5.2	-0.1	3.0	0.9	-1.1
CCc1ccccc1NC(=O)CN1C(=O)c2ccccc2S1(=O)=O	-6.6	-1.8	-4.8	-1.3	0.0	13.8	3.2	6.9	-0.9	-2.2
Oc1cccc2c(NC(=S)Nc3ccc(SC(F)F)cc3)cccc12	-7.8	-3.6	1.8	-1.0	3.0	-29.4	0.1	7.4	-1.6	0.2
O=C(Nc1cccc(C(=O)N2CCCCC2)c1)C1CCC1	-6.0	-4.2	-2.4	-2.1	1.7	-15.9	-10.4	-2.3	4.0	1.7
Cc1cc(C)c(S(=O)(=O)Nc2ccccc2C(=O)N2CCCC2)c(C)c1	-1.5	-6.2	-4.5	0.1	1.3	19.3	-5.8	-8.2	-1.8	0.0
CCOC(=O)C1CSC(CC(=O)Nc2ccc(OCC)cc2)C(=O)N1 (centres undefined)	-2.4	4.5	-2.6	nt	0.2	19.3	6.6	-9.4	1.4	1.6
Cc1nc(-c2ccc(F)cc2)c(CC(=O)N(C)CC(=O)Nc2ccccc2Cl)s1	-9.8	4.4	3.7	-0.4	-2.2	3.1	-20.8	-4.1	4.3	-0.2
COc1cccc(NC(=O)CN(C)C(=O)c2cn(-c3ccccc3)nc2-c2cccs2)c1	-3.9	3.4	-3.8	-2.9	-6.6	-3.8	-4.9	10.1	-5.2	-1.3
COc1ccccc1C(=O)NCCC(=O)NNC(=O)Cn1ccc(C(F)(F)F)n1	-8.7	1.5	-6.5	-0.9	0.9	-18.5	-10.4	17.2	0.6	-2.3
Cc1nc2ccccc2c2c1C(=O)N(C(C)C)C2=O	5.5	0.8	-2.0	0.3	1.5	12.4	-2.5	3.9	-5.4	-1.2
Clc1ccc(Nc2nc(-c3cccs3)cs2)nc1	2.3	-2.2	26.2	-1.1	-1.9	-20.4	-0.5	-2.8	0.2	0.8
CCOC(=O)[C@H]1[C@H]2COc3ccc(OC)cc3[C@@H]2N2C(=O)CN(C)C(=O)[C@@]12C	6.5	-1.2	-4.9	-0.2	-2.5	-11.6	-2.2	0.6	-3.9	-1.4
O=S(=O)(c1ccccc1)N1C2CCC1CC(O)(c1cccnc1)C2 (centres undefined)	-4.9	1.3	-2.8	-0.5	-0.5	25.6	3.3	-4.5	-4.9	-2.1
CCC(C)(C)n1nnnc1C(C(C)C)N(CCN1CCOCC1)Cc1cc2cccc(C)c2[nH]c1=O (centres undefined)	-7.4	-1.6	0.9	-0.7	-0.3	7.5	9.7	3.5	-0.1	-0.1
CC(NC(C)c1ccccc1Cl)C(=O)Nc1cccc(S(=O)(=O)N2CCCCC2)c1 (centres undefined)	-9.8	-6.2	1.8	-0.7	-1.1	-12.2	-2.2	3.6	5.6	-0.9
CCOC(=O)N/N=C\c1ccc(OC/C=C/c2ccccc2)cc1	-12.2	-0.1	-2.8	0.5	-0.9	17.0	-0.1	5.7	-4.1	-1.8
O=C(OCCNC(=O)c1cc2ccccc2oc1=O)c1cccnc1	3.9	-4.9	0.5	-2.0	1.2	-0.8	-15.4	-0.6	6.5	-0.9
CCOC(=O)c1c(CSC(=N)N)n(C)c2cc(Br)c(OC(C)=O)cc12	1.4	-3.6	-4.8	-4.3	-4.4	-50.1	-5.5	85.4*	-2.2	0.7
Cc1cccc2nc(-c3cccc(NC(=O)Cc4ccccc4)c3)cn12	-0.5	-1.6	-3.3	-5.9	-3.8	-35.6	4.0	9.1	-1.8	1.6
Cc1nc(SCC(=O)c2ccc(F)cc2)n[nH]1	-11.2	-1.6	3.3	-0.6	-1.7	6.5	2.5	-4.1	5.8	-1.1
COc1ccccc1CNC(=O)CCN=C1NS(=O)(=O)c2ccccc21	-7.5	-1.2	-4.7	-1.1	1.4	4.2	3.3	5.1	-4.3	0.1
O=S(Cc1cc(Oc2ccccc2)nc(-c2ccccc2)n1)c1ccccc1 (centres undefined)	-2.5	2.7	7.1	-1.5	-5.8	-12.9	-1.9	7.6	1.1	0.0
CCOC(=O)n1c(=O)oc2cc(S(=O)(=O)N3CCOCC3)ccc21	-4.8	-5.9	-2.7	nt	-0.9	-3.0	1.2	4.3	-4.2	0.7
COc1ccccc1OCC(=O)OCC(=O)Nc1sccc1C(N)=O	-14.6	3.0	-0.8	-1.9	1.8	30.7	-9.0	-6.7	2.0	0.8
COc1cc(/C=C2\CCc3c2nc2ccccc2c3C(=O)O)cc(OC)c1OC	7.3	2.3	-6.0	0.5	2.1	8.5	11.1	-45.8	-9.1	25.4
CCC(C)NCCCCOc1ccc(C)cc1[N+](=O)[O-] (centres undefined)	-3.1	-3.1	nt	1.0	-0.9	37.1	-5.9	1.1	5.2	0.0
COc1ccccc1NS(=O)(=O)c1cc(Cl)ccc1OC	-2.7	0.0	-2.5	nt	0.4	8.6	5.6	-13.1	-7.8	-1.0
O=C(CSc1nc(-c2ccco2)cc(C(F)(F)F)n1)N1CCN(Cc2ccccc2)CC1	1.7	-5.1	nt	-0.1	-4.2	-32.1	-10.0	10.9	7.8	-0.7
